Source: PubChem BioAssay (Sanford-Burnham Center for Chemical Genomics)
CXCR6 inh = inhibitors of human CXCR6 receptor; O00574; CHO-K1 PathHunter CXCR6 beta-arrestin, luminescence; inhibition, % at 20 µM; 0.36% of 360,000 active; in the data active = inhibition above about 34%, passing the limit was not always enough;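 also: antagonist mode with CXCL16 agonist at 10 nM final; 0% = 10 nM CXCL16 with DMSO and 100% = unstimulated wells without agonist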
Target sequence (O00574 whole entry, looked up): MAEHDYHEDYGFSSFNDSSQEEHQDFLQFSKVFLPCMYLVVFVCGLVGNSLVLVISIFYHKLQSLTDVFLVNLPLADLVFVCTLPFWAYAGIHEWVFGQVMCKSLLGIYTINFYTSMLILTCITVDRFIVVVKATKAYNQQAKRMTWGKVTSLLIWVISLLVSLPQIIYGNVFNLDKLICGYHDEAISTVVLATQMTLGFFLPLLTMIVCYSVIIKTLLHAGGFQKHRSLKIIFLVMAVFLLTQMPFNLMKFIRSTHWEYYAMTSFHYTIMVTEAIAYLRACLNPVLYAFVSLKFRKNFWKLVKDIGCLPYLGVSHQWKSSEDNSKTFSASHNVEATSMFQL
TIM10 inh = TIM10 yeast growth inhibition; S. cerevisiae TIM10 strain growth, BacTiter-Glo luminescence, 24 h; inhibition, % at 10 µM; 1.4% of 330,000 active; AID 463195;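 active = inhibition of 40% or more at the single tested concentration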;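 also: wild-type TIM10 isogenic control strain grown at permissive 25 °C; 0% = DMSO yeast wells and 100% = minimal medium wells without yeast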
APJ antagonist = antagonists of human APJ apelin receptor | P35414 | CHO-K1 APJ beta-arrestin complementation, luminescence | inhibition, % at 20 µM | 0.32% of 330,000 active;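 active = inhibition above about 40% at 20 µM, limit read from the data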;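 also: cells challenged with 10 nM apelin-13 agonist together with compound; plate controls were apelin-13 plus DMSO wells for no effect and DMSO wells lacking apelin-13 for full effect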
Target sequence (P35414 whole entry, looked up): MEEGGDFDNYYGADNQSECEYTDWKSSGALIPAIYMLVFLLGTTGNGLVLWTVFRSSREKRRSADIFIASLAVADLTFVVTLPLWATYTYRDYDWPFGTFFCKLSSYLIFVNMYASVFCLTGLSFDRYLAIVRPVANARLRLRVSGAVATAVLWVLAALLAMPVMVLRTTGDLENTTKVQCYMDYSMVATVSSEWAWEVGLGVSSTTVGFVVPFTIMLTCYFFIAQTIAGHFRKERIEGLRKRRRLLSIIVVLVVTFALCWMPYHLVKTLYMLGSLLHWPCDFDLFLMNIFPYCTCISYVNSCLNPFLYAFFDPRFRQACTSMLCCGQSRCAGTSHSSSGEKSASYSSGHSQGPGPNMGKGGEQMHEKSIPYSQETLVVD
UPR XBP1 act = adaptive UPR (XBP1) activation; 0.33% of 330,000 active; CHO-XBP1 luciferase reporter, IRE1-XBP1 UPR activation, luminescence; percent of tunicamycin response, DMSO as zero; activation, % at 20 µM; AID 463104;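 active = versus positive control, 20 µM dose yields 30% or more activation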;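 also: 100% = tunicamycin at 10 µg/mL and 0% = DMSO only wells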
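Material: CHO-XBP1 cells stably carrying IRE1-XBP1-driven luciferase reporter / Amount: 1000 cells per well / Compound: 20 µM, 1% DMSO / Times: 6 h treatment, 37 °C / Detection: luciferase luminescence / Measure: % activation of reporter signal versus tunicamycin and DMSO controls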
CHOP UPR activ = activators of apoptotic arm of unfolded protein response (CHOP) | CHO-CHOP luciferase reporter, UPR activation, luminescence; percent of tunicamycin response over DMSO baseline | activation, % at 10 µM | 0.34% of 330,000 active | AID 449763;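 active = at 10 µM dose, activation of 40% or more, normalized to positive control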;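 also: 100% = tunicamycin at 10 µg/mL and 0% = DMSO alone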
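System: CHO-CHOP luciferase reporter cell line; amount: 500 cells/well; buffer or medium: F12 medium containing 10% fetal bovine serum; incubation: 6 h compound exposure at 37 °C after overnight seeding; measured by: luciferase luminescence after 10 min with Steady-Glo reagent; evaluation: % reporter activation, DMSO baseline versus tunicamycin full activation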
APJ ag = activates the human apelin receptor APJ; 0.11% of 330,000 active; activation, % at 20 µM; CHO-K1 APJ PathHunter beta-arrestin, luminescence; 0% DMSO wells, 100% apelin; P35414;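 active = activation more than six SD over the plate average, tested at 20 µM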;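 also: 0% = DMSO alone and 100% = apelin-13 at 10 nM; some results filed as inactive read as strong as hits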
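Material: engineered CHO-K1 APJ arrestin reporter cells; amount: 1000 CHO-K1 reporter cells seeded per well; incubation: compound stimulation 90 min at 25 °C, detection 60 min; signal: luminescent beta-gal fragment complementation, chemiluminescent substrate; read-out basis: APJ agonist activity; controls: DMSO-only wells as negative, 10 nM Apelin-13 as positive control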
Mdm2 MdmX PPI = disrupts the human Mdm2-MdmX interaction; SaOS-2 split-luciferase Mdm2/MdmX complementation, luminescence; inhibition, % at 8 µM; 3% of 330,000 active;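 active = inhibition of at least 50% at 8 µM in the primary screen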
tim10-1 inh = tim10-1 yeast growth inhibition | S. cerevisiae tim10-1 ts strain growth, BacTiter-Glo, 24 h | inhibition, % at 20 µM | 2.2% of 330,000 active;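 active = inhibition of at least 40%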;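 also: mutant grown at 25 °C; 0% = DMSO wells with yeast and 100% = wells holding no yeast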
tim23-1 inh = tim23-1 yeast growth inhibition | 1.3% of 330,000 active | AID 463212 | S. cerevisiae tim23-1 growth, BacTiter-Glo luminescence, 24 h | inhibition, % at 20 µM;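 active = growth inhibition of the mutant yeast at or above 50%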;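 also: temperature-sensitive mutant grown at 25 °C; plate controls were DMSO-treated mutant yeast for no effect and medium wells lacking yeast for full effect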
Active calls of the source: *; / = not tested or not shown. These rows are one share of the data; count on the stated rates, not on these rows.

SMILES | CXCR6 inh | TIM10 inh | APJ antagonist | UPR XBP1 act | CHOP UPR activ | APJ ag | Mdm2 MdmX PPI | tim10-1 inh | tim23-1 inh
CCOC(=O)C1CCN(c2c(N3CCCC(C(=O)OCC)C3)c(=O)c2=O)CC1 (stereo unspecified) | -7 | -16 | 5 | -2 | 2.7 | -4 | -1 | 8 | 9
Cc1c(Cc2ccccc2)c(=O)oc2cc(OCC(=O)NC(Cc3ccc(Cl)cc3)C(=O)O)ccc12 (stereo unspecified) | 1 | -4 | -63 | 0 | -1.3 | 2 | -18 | 24 | 9
Cc1ccc(Cl)cc1NC(=S)N(Cc1cccnc1)Cc1ccccc1Cl | 6 | 24 | 13 | -1 | 5.7 | 1 | 4 | 17 | 8
CC1CCN(C(=O)COC(=O)c2nn(C)c(=O)c3ccccc23)CC1 | 1 | 7 | 7 | 2 | 1.3 | -2 | 5 | -2 | 15
CCN1CCN(S(=O)(=O)c2ccc(Cl)c(C(=O)NC3CCCC3)c2)CC1 | 0 | -5 | 12 | -1 | 0.9 | 4 | -8 | -10 | -9
CNC[C@H](CC1CCCCC1)NC[C@H](CO)NCC1(c2ccccc2)CC1 | 3 | -6 | -2 | 3 | -1.2 | -1 | 86* | -1 | 3
C=CCSc1nnc(C)c(/C=C/Nc2ccc(Cl)cc2)n1 | 1 | 19 | 2 | 0 | 1.1 | -6 | 12 | 22 | 5
O=C1CCCC2=C1C(c1cccs1)n1nc(SCc3ccccc3F)nc1N2 (stereo unspecified) | 4 | -15 | 12 | 3 | 6.2 | 1 | 29 | 19 | -3
CC(=O)c1c(C)n(CCc2ccc(Cl)cc2)c2ccc(O)cc12 | -6 | -20 | 8 | -5 | -2.1 | 1 | 10 | -22 | -16
COc1cccc(C2=NOC(C(=O)NCC3CCCO3)C2)c1 (stereo unspecified) | -2 | 7 | -36 | 0 | -0.3 | -1 | -31 | 9 | 13
CC1(C(=O)NCc2ccc(Cl)c(Cl)c2)Oc2cccnc2NC1=O (stereo unspecified) | -4 | -12 | -10 | 0 | 0.8 | 0 | 11 | 9 | 19
CCCN(CCC)CCCNC(=O)Cn1cnc2sc(C)c(S(=O)(=O)N3CCC(C)CC3)c2c1=O | 2 | 11 | 16 | -3 | -0.3 | -2 | -14 | -8 | 8
C=CCc1c(NCCO)nc(C)[nH]c1=O | 1 | -13 | 8 | -2 | -0.5 | -1 | -4 | 2 | 4
O=C(O)c1ccc(OCc2occc2C(=O)O)cc1 | 0 | -2 | 13 | -1 | 1.9 | 0 | -22 | 16 | 6
CCSc1nc(O)c(Cc2ccccc2)c(=O)[nH]1 | -5 | -2 | -24 | 3 | 10 | -15 | 12 | -1 | 2
CCOC(=O)c1c(C)[nH]c(C(=O)N2CCc3cc(OC)c(OC)cc3C2)c1C | 2 | 6 | -2 | -5 | 0.6 | -3 | -25 | 20 | 9
CCN(c1ccc(NC(=O)CSc2ccc3c(c2)OCCO3)cc1)C(C)C | -7 | -4 | 2 | -4 | 1.3 | -4 | 2 | 18 | 27
CCOC(=O)N1CCN(C(=O)CCS(=O)(=O)c2ccc3c(c2)CC(C)N3C(=O)CC)CC1 (stereo unspecified) | 8 | 14 | 8 | 3 | -0.5 | 4 | 0 | 21 | 2
O=C(Nc1ccccc1-c1nc2ccccc2s1)c1ccco1 | -8 | -3 | -6 | 0 | 1.3 | 2 | 28 | 16 | 4
COc1ccc([C@H]2/C=C\CN(C(=O)c3ccccc3)[C@@H](C)C(=O)N2Cc2ccc(F)cc2)cc1 | 14 | 21 | 4 | 3 | -0.1 | 0 | -20 | 24 | 29
Cc1ccc(C(NC(=O)NCCCN2CCOCC2)=C(Cl)Cl)cc1F | -3 | 10 | 14 | -2 | 0.7 | -1 | 44 | 2 | -10
Cc1cc(C)cc(NC(=O)Cn2nnc(C(=O)NCc3ccco3)c2N)c1 | -4 | 2 | -10 | -2 | 1.1 | -5 | 18 | -14 | 2
CCCCCCCCNCCS(=O)(=O)NN1CCOCC1 | 0 | 0 | / | 4 | 0.9 | / | 5 | 0 | 24
Cc1nnc(N)s1 | 2 | 15 | 3 | -3 | -1.4 | -5 | -1 | 24 | 8
O=C(CC1(CC(=O)N2CCOCC2)CCCC1)Nc1ccc(F)cc1 | -8 | 2 | 11 | -2 | 0.9 | -3 | 9 | -3 | 1
O=C(Cn1cnc2c(oc3ccccc32)c1=O)NCc1ccccc1 | 1 | 9 | -1 | -4 | 2.6 | -3 | 4 | -10 | 25
O=C(c1cccs1)N1CCC(c2nc3c(nnn3Cc3cccc(Cl)c3)c(=O)[nH]2)CC1 | -6 | -9 | -6 | -4 | -2.1 | 0 | 14 | 19 | 14
Cc1ccc2c(CN3CCCCC3CCO)cc(=O)oc2c1 (stereo unspecified) | 12 | 5 | 17 | -3 | 2.0 | -1 | 22 | -1 | 1
Cc1cc(C)c(NC(N)=S)c(C)c1 | 1 | 0 | 0 | 2 | 0.9 | 0 | 27 | 0 | -15
N#Cc1sc(NCc2ccccc2)nc1Cl | -4 | 11 | 4 | 1 | 1.0 | -5 | -16 | 41* | 40
COc1ccc(NC(=O)CN(C)S(=O)(=O)c2ccc3c(c2)OCCO3)c2ncccc12 | 0 | 19 | -2 | -2 | 1.3 | 6 | -1 | 18 | 26
O=C(NC1CCCCCC1)c1cc2ccccc2oc1=O | 2 | 4 | -22 | 1 | 2.8 | 1 | -28 | 18 | 20
O=C(NC1CCCC1)C(c1ccncc1)N(Cc1cccs1)C(=O)c1csnn1 (stereo unspecified) | 4 | 2 | 1 | -1 | -0.6 | 0 | 3 | 13 | 10
CC1CCN(CCCn2c(=S)[nH]c3ccccc3c2=O)CC1 | 5 | -13 | 6 | -5 | 1.8 | -3 | 2 | 12 | 16
Cc1cccc(-n2c(-c3csc(C(C)C)c3)n[nH]c2=S)c1 | -3 | 42* | -19 | 0 | 0.9 | -4 | 17 | 31 | 43
Cc1cc(C)c(N(C(=O)CN2C(=O)c3ccccc3S2(=O)=O)C(C(=O)NCC2CCCO2)c2ccc(F)cc2)c(C)c1 (stereo unspecified) | 2 | 8 | -19 | 1 | 3.3 | -5 | 11 | 33 | 8
Cc1ccc(-c2nc3ccccc3[nH]2)s1 | 5 | 40* | 1 | -5 | -1.2 | 0 | -170 | 0 | 51*
Cc1ccc(NC(=O)COC(=O)c2ccn(C)n2)cc1 | -3 | -5 | -19 | 0 | -1.0 | -2 | 17 | 2 | -9
Clc1ccccc1OCc1nc(-c2ccncc2)no1 | -8 | 20 | -12 | 3 | 4.7 | -7 | -120 | 9 | 10
O=C(Nc1ccc2c(c1)OCO2)C1CCCN1C(=O)Nc1cccc(F)c1 (stereo unspecified) | 3 | -6 | 10 | -1 | -1.3 | 1 | -14 | 4 | 9
O=C(NN1CCOCC1)c1ccc(S(=O)(=O)N2CCCCC2)cc1 | -4 | -5 | -24 | -3 | -1.1 | -2 | 26 | 3 | 11
CC(=O)Nc1ccc(S(=O)(=O)Nc2cccc(-c3nc4cc(C)ccc4o3)c2)cc1 | -3 | 16 | -7 | 10 | 0.4 | 2 | -2 | 27 | 15
O=C(NNC(=O)c1ccccc1Br)c1ccc(SCC2CCCO2)c([N+](=O)[O-])c1 (stereo unspecified) | 13 | -3 | 6 | 3 | -0.9 | 0 | 10 | 31 | -7
CCOC(=O)c1sc(NC(=O)/C=C/c2cnn(C)c2C)c(C(=O)OCC)c1C | / | -23 | -24 | 4 | -0.9 | 2 | 19 | 9 | 16
CCCNC(=O)c1cc(-c2ccc(OC)cc2)on1 | -1 | 4 | -8 | -1 | 1.7 | -4 | -156 | 20 | 27
COc1ccc(/C=N/c2c(-c3ccc(OC)cc3)nc3n2CCS3)cc1 | 13 | 6 | -3 | 15 | 2.6 | -5 | 6 | 40* | 45
O=S1(=O)N=C(SCCO)c2ccccc21 | 3 | -3 | 11 | -2 | -1.3 | -1 | 0 | 15 | 1
COCCCNC(=O)c1ccc2c(=O)n(Cc3ccc(OC)cc3)c(=O)[nH]c2c1 | -11 | -28 | 5 | 1 | 1.2 | -3 | -2 | 0 | 10
CCOC(=O)C1(Cc2ccccc2C)CCCN(C(=O)c2ccoc2)C1 (stereo unspecified) | -2 | 2 | 0 | 4 | 1.0 | -1 | -9 | 24 | 18
COc1ccc(N(Cc2ccco2)C(=O)c2ccccc2F)cc1OC | -2 | 1 | -2 | 1 | -0.4 | -2 | 23 | 23 | 29

Profiles as entered above. Order of screens: CXCR6 inh | TIM10 inh | APJ antagonist | UPR XBP1 act | CHOP UPR activ | APJ ag | Mdm2 MdmX PPI | tim10-1 inh | tim23-1 inh
`O=C(NC1CCCC1)C(c1ccncc1)N(Cc1cccs1)C(=O)c1csnn1` (stereo unspecified) across the screens: 4 | 2 | 1 | -1 | -0.6 | 0 | 3 | 13 | 10
`C=CCc1c(NCCO)nc(C)[nH]c1=O` across the screens: 1 | -13 | 8 | -2 | -0.5 | -1 | -4 | 2 | 4
`Cc1nnc(N)s1` across the screens: 2 | 15 | 3 | -3 | -1.4 | -5 | -1 | 24 | 8
`CCCNC(=O)c1cc(-c2ccc(OC)cc2)on1` across the screens: -1 | 4 | -8 | -1 | 1.7 | -4 | -156 | 20 | 27

(continued)
SMILES | CXCR6 inh | TIM10 inh | APJ antagonist | UPR XBP1 act | CHOP UPR activ | APJ ag | Mdm2 MdmX PPI | tim10-1 inh | tim23-1 inh
CC1=Nc2ccccc2N=C(N)C1c1ccccc1 (stereo unspecified) | -3 | 0 | -4 | 1 | -0.1 | 1 | -9 | 9 | -1
Cc1cccc(N2CCN(C(=O)c3ccc4nc(N5CCCCC5)sc4c3)CC2)c1C | 8 | 15 | -20 | 1 | -1.2 | -3 | 32 | 3 | 32
Cn1nccc1C(=O)c1ccc(Cl)cc1 | -10 | -12 | -4 | -2 | -1.4 | -1 | 22 | -8 | -2
CCOC(=O)N1CCN(C(=O)COC(=O)C2CCN(S(=O)(=O)c3c(Cl)cccc3Cl)CC2)CC1 | -2 | 16 | 13 | -5 | 0.9 | 2 | 21 | 25 | 22
CCN1CNC(=S)N(Cc2ccccc2)C1 | -5 | 4 | -17 | -3 | 1.4 | -3 | 19 | -13 | -4
Cc1cc(C(=O)CN2C(=O)NC3(CCCc4sccc43)C2=O)c(C)n1-c1ccc(Cl)cc1 (stereo unspecified) | 6 | 1 | 7 | 3 | -0.1 | 0 | 18 | -3 | 1
Cc1[nH]c2ccccc2c1CCNC(=O)CCC(=O)c1ccccc1 | -2 | 2 | -22 | 4 | -1.0 | -3 | -30 | 16 | 15
COc1cccc(C(C(=O)NC2CCCC2)N(C(=O)c2ccco2)c2ccccc2)c1OC (stereo unspecified) | 4 | 13 | 17 | -6 | 2.3 | -4 | -5 | -7 | 8
CC(C)CN(C(=O)COC(=O)C1=COCCO1)c1c(N)n(Cc2ccccc2)c(=O)[nH]c1=O | -10 | 0 | 10 | -1 | 1.4 | -1 | 3 | -7 | -10
O=C(NC(=S)NCc1ccccc1)c1cccs1 | 5 | 35 | -7 | -5 | -1.4 | 2 | 23 | 51* | 61*
